RXFP1 agonist: qHTS Assay for Agonists of the Relaxin Receptor RXFP1 | Relaxin receptor 1 (Homo sapiens), Q9HBX9 | HEK293T-RXFP1 cAMP TR-FRET, 30 min; response scale: percent of porcine relaxin response, buffer zero | Potency, µM (doses to about 57.5 µM), without a hit: top-dose activation, usual class: activators | 370,000 compounds, 0.3% hits; also: potency is read from the fitted curve at half-maximal effect; % is scaled to controls: 0 for no effect and ±100 for the full control effect; nearly all actives have a fitted effect of over 60% in size; many of its hits are not listed in these tables
Target sequence (Q9HBX9 whole entry, looked up): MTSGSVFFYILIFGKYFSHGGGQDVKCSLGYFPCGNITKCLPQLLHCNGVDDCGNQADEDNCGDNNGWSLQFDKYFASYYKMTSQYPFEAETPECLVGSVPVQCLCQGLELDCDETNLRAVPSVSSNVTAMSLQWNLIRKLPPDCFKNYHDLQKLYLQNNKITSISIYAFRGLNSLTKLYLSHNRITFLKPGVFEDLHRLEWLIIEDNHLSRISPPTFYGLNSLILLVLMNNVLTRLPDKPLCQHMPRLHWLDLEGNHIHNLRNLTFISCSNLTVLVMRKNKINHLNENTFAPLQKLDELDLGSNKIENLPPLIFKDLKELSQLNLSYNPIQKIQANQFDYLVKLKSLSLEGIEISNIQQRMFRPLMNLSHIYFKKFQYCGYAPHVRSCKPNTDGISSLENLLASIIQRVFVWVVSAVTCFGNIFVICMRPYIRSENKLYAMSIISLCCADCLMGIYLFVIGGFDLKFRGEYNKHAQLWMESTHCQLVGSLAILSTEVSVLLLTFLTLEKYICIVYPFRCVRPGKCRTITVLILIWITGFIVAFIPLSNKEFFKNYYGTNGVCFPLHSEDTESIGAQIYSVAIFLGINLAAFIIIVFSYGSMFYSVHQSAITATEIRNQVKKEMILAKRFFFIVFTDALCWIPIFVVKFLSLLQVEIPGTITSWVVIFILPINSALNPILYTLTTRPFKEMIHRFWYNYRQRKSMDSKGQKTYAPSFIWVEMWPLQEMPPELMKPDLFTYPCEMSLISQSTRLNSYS
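HEK293 cells stably expressing RXFP1, treated 30 min at 37C with compounds plus PDE4 inhibitor Ro 20174; cAMP measured by HTRF TR-FRET. Normalized to buffer and 29 nM porcine relaxin; EC50 by Hill fit.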
LDHA block: qHTS assay for inhibitors of human lactate dehydrogenase. L-lactate dehydrogenase A chain (Homo sapiens), P00338. 480,000 compounds, 0.15% hits. activity change, % (values are at about 110 or 230 µM). purified LDHA, NADH/diaphorase-resazurin fluorescence; hits give low values; in the data active = activity change below about -30%; inconclusive = mostly about -25% to -30%;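 also: plate controls were DMSO wells for no effect and wells without enzyme for full effect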
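Human LDH5 (2 nM) was incubated with 0.06 mM NADH and 0.2 mM pyruvate for 5 min at room temperature in Tris pH 7.4. Remaining NADH was coupled through diaphorase/resazurin, and resorufin fluorescence was read at 0 and 20 min.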
IDH1 R132H inh: qHTS for Inhibitors of mutant isocitrate dehydrogenase 1 (IDH1): qHTS; Potency, µM (series often up to 76.6 µM), for inactives: at the top dose activity change, negative = inhibition, usual class: inhibitors; IDH1-R132H enzyme, NADPH consumption, diaphorase/resazurin fluorescence; Isocitrate dehydrogenase [NADP] cytoplasmic (Homo sapiens), O75874; 390,000 compounds, 0.093% hits; also: potency is read from the fitted curve at half-maximal effect; % is scaled to controls: 0 for no effect and ±100 for the full control effect; nearly all actives have a fitted effect of over 65% in size
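IDH1-R132H (0.5 ug/mL) preincubated 30 min with compound, then NADPH (0.016 mM) and alpha-KG (2 mM) added; 80 min at RT, pH 7.5. Remaining NADPH coupled via diaphorase/resazurin to fluorescence (540/590 nm); concentration-response curves normalized to no-enzyme control.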
TrxR1 substrate: qHTS Assay for Substrates of Mammalian Selenoprotein Thioredoxin Reductase 1 (TrxR1): qHTS; Potency, µM (highest dose often 114 µM), for inactives: at the highest dose activity change, negative = substrate turnover; 390,000 compounds, 0.01% hits; purified TrxR1 substrate turnover, NADPH consumption readout; Thioredoxin reductase 1, cytoplasmic (Rattus norvegicus), O89049; also: potency is read from the fitted curve at half-maximal effect; % is scaled to controls: 0 for no effect and ±100 for the full control effect; nearly all actives have a fitted effect of over 50% in size
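Rat TrxR1, dispensed at 90 nM, was prereduced with 400 uM NADPH (final) for 5 min at ~22 deg C, then incubated with compound 15 min before 400 uM selenite. A first-read NADPH fluorescence drop versus no-compound background flagged substrates.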
PI4K2A inh: qHTS for small molecular inhibitors of PI4K2A; Phosphatidylinositol 4-kinase type 2-alpha (Homo sapiens), Q9BTU6; purified PI4K2A, ADP-Glo luminescence, 1 h; hits give low values; activity change, negative = inhibition, % at 76.9 µM; 420,000 compounds, 0.13% hits; AID 1346378, 2018; in the data active = activity change below about -50%; inconclusive = mostly about -30% to -49%;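 also: -100% = wells without enzyme as full effect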
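Compounds are screened against recombinant PI4K2A using PI as substrate and ATP, the latter dispensed at 300 microM. Reactions run one hour at ambient temperature before ADP-Glo detection; full inhibition defined by wells lacking enzyme.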
Glioma ERSR ind: qHTS for Inducers of the Endoplasmic Reticulum Stress Response (ERSR) in Human Glioma: qHTS | U87-MG GRP78 promoter luciferase reporter, 16 h | Potency, µM, for inactives: top-dose activation, actives largely listed as activators | 420,000 compounds, 0.02% hits; also: potency is read from the fitted curve at half-maximal effect; series mostly up to about 76 µM; % of control where 0% means no effect; nearly all actives have a fitted effect of over 35% in size
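Stably transfected U87-MG glioma cells carrying a GRP78-based luciferase sensor; 16 h compound incubation. Luminescence end-point read 10 min after Bright-Glo addition at room temperature.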
Vif-APOBEC3G blk: qHTS for Inhibitors of Vif-A3G Interactions: qHTS | DNA dC->dU-editing enzyme APOBEC-3G (Homo sapiens), Q9HC16 | HeLa A3G-eYFP + Vif (tagged APOBEC3G with the HIV-1 protein that degrades it), YFP fluorescence, overnight | Potency, µM (top dose mostly 46.1 µM), for inactives: at the highest dose activity, negative = active, hits mostly inhibitors | 410,000 compounds, 0.076% hits | AID 602310, 2012;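 also: potency is read from the fitted curve at half-maximal effect; % is scaled to controls: 0 for no effect and ±100 for the full control effect; nearly all actives have a fitted effect of over 60% in size; hits raise eYFP signal because A3G escapes Vif-driven loss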
Target sequence (Q9HC16 whole entry, looked up): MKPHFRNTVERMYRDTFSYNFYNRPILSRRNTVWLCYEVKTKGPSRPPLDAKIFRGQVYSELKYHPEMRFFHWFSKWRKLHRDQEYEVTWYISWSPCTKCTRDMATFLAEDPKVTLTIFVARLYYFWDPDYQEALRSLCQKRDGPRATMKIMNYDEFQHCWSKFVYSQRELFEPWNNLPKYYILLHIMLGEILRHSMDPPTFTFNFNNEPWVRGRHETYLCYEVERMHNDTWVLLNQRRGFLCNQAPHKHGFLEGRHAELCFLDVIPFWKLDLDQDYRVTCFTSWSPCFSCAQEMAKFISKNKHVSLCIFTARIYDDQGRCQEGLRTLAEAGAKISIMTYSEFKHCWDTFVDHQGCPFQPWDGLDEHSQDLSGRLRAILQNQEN
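Read-out is eYFP fluorescence (Ex 488/Em 500-530) from Vif-expressing HeLa A3G-eYFP cells; more signal means A3G escaped Vif-mediated degradation. Cells plated overnight, compound pinned in, incubated overnight at 37 deg C.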
USP1 inh: Inhibitors of USP1/UAF1: Primary Screen; recombinant USP1/UAF1, Ub-Rhodamine cleavage fluorescence; Potency, µM (titrated, usually from 57.1 µM), without a hit: at the top dose activity change, negative = inhibition, usual class: inhibitors; AID 743255, 2014; 390,000 compounds, 0.23% hits; also: potency is read from the fitted curve at half-maximal effect; % is scaled to controls: 0 for no effect and ±100 for the full control effect; nearly all actives have a fitted effect of over 60% in size; inactives centre near -12
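1 nM enzyme complex + cpd, 15 min RT; start with Ub-Rho 150nM final; kinetic fluorescence ex 480/em 540, 6 reads q60 s. Buffer 50mM HEPES pH 7.8, 0.5mM EDTA, 0.1 mg/ml BSA, 1mM TCEP, 0.01% Tween-20.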
Vif-APOBEC3F blk: qHTS for Inhibitors of Vif-A3F Interactions: qHTS | HeLa A3F-eYFP + Vif (tagged APOBEC3F with the HIV-1 protein that degrades it), YFP fluorescence increase | Potency, µM (titrated, usually from 46.1 µM), inactives show at the highest dose activity, negative = active | 390,000 compounds, 0.2% hits | AID 602313, 2012; also: potency is read from the fitted curve at half-maximal effect; % of control where 0% means no effect; nearly all actives have a fitted effect of over 65% in size
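Fluorescence increase (Ex 488/Em 500-530) after overnight compound treatment at 37 deg C flags inhibition of Vif-driven A3F-eYFP loss in stable HeLa A3F-eYFP/Vif cells seeded overnight beforehand.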
Numbers without * were called inactive; ? = inconclusive; . = not tested or not shown; & = joins results of further samples; [ ] = dose if it differs, or a comment. Unless noted, calls follow the shape of the dose curve; as a rule, active = well fitted curve in the direction sought with a large enough effect; inconclusive = small, poorly fitted or top-dose-only effect, or another doubt; inactive = no such curve, though single readings can be large; an effect the other way counts as inactive or inconclusive.

(1) CCc1ccc(-n2c(=S)sc3c(=O)n(-c4ccccc4C)c(SCC(=O)O)nc32)cc1
(2) Cc1ccc(Cn2c(CN3CC(C)OC(C)C3)nc3c2c(=O)[nH]c(=O)n3C)cc1 (configuration not stated)
(3) Cc1nc2cc(OCc3cc(C(=O)NC(C)c4cnn(C)c4)no3)ccc2s1 (configuration not stated)
(4) Cc1nc2c(-c3ccccc3)c(C)nn2c(C)c1CCC(=O)NC(C)CCc1ccco1 (configuration not stated)
(5) CCCC(=O)N1CCC1(C)C(=O)NS(=O)(=O)c1cc2c(cc1C)CCCS2(=O)=O (configuration not stated)
(6) Cc1ccccc1NC(=O)C1C2CCCC1C2c1ccccc1 (configuration not stated)
(7) COc1ccc(C(=O)COC(=O)c2ccc(N(C)C)cc2)cc1
(8) COc1cc(/C=N/NC(=S)Nc2cccc(S(=O)(=O)N(C)C)c2)ccc1O
(9) COCCNc1oc(-c2ccc(C)cc2)nc1C#N
(10) COC(=O)C1=C(C)N(Cc2ccccc2)C(=S)N[C@H]1c1ccccc1

Compound,1,2,3,4,5,6,7,8,9,10
RXFP1 agonist,0.4%,2.6%,-0.8%,1.7%,.,-0.4%,?,4.7%,1.5%,2.8%&-1.8%
LDHA block,-3,2,1,-1,-9,-6,-2,-7,2&1,-1
IDH1 R132H inh,10%,2%,5%,-3%,.,-7%,9%,-7%,6%,3%[38.3 µM]
TrxR1 substrate,-10%,1%,-3%,-3%,.,2%,-3%,-9%[57.1 µM],278%[activator],1%
PI4K2A inh,1,-3,2,-3,-7,4,-1,2,3,-4
Glioma ERSR ind,-1%,-3%,5%,-2%,-1%,1%,-3%,0%,9%,-5%
Vif-APOBEC3G blk,-1%,0%,3%,-3%,3%,0%,-8%,-9%,1%,-8%
USP1 inh,-4%,4%,-18%,-16%,.,-10%,-18%,1%,-2%,?
Vif-APOBEC3F blk,7%,0%,1%,0%,.,-6%,20%,5%,-13%,?

Rewritten with each value named: part of the list above.
2) Cc1ccc(Cn2c(CN3CC(C)OC(C)C3)nc3c2c(=O)[nH]c(=O)n3C)cc1 (configuration not stated)
  RXFP1 agonist: 2.6%
  LDHA block: 2
  IDH1 R132H inh: 2%
  TrxR1 substrate: 1%
  PI4K2A inh: -3
  Glioma ERSR ind: -3%
  Vif-APOBEC3G blk: 0%
  USP1 inh: 4%
  Vif-APOBEC3F blk: 0%

9) COCCNc1oc(-c2ccc(C)cc2)nc1C#N
  RXFP1 agonist: 1.5%
  LDHA block: 2&1
  IDH1 R132H inh: 6%
  TrxR1 substrate: 278%[activator]
  PI4K2A inh: 3
  Glioma ERSR ind: 9%
  Vif-APOBEC3G blk: 1%
  USP1 inh: -2%
  Vif-APOBEC3F blk: -13%

Back to the main list; the 4 compounds before the break are reprinted first.
(7) COc1ccc(C(=O)COC(=O)c2ccc(N(C)C)cc2)cc1
(8) COc1cc(/C=N/NC(=S)Nc2cccc(S(=O)(=O)N(C)C)c2)ccc1O
(9) COCCNc1oc(-c2ccc(C)cc2)nc1C#N
(10) COC(=O)C1=C(C)N(Cc2ccccc2)C(=S)N[C@H]1c1ccccc1
(11) O=C(COc1ccc(Cl)cc1Cl)N/N=C/c1ccc(OC2OC(CO)C(O)C(O)C2O)cc1 (configuration not stated)
(12) O=C(CN1C(=O)C2CC=CCC2C1=O)Nc1cc(C(F)(F)F)ccc1N1CCCC1 (configuration not stated)
(13) CCCC(C(=O)NC1CCCC1)N(CC1CCCO1)C(=O)CNS(=O)(=O)c1ccc(F)cc1 (configuration not stated)
(14) O=C(COC(=O)c1ccc(F)cc1)NCc1ccc(F)cc1
(15) O=C(/C=C/c1ccccc1Cl)NCc1ccccc1
(16) COc1ccc(CN(C)C(=O)c2ccc(NC(=O)CC3SC(N4CCCCC4)=NC3=O)cc2)c(OC)c1 (configuration not stated)
(17) CCc1nc(Nc2ccc(OC)c(OC)c2)c2nnn(Cc3ccccc3Cl)c2n1
(18) CCc1sc(Nc2cccc(C)c2C)nc1-c1cc2cccc(OC)c2oc1=O
(19) CN(C)C(CNS(=O)(=O)c1ccc(Cl)cc1F)c1ccco1 (configuration not stated)
(20) N#CC1(NC(=O)COC(=O)/C=C/c2ccc3ccccc3n2)CCCCC1

Compound,7,8,9,10,11,12,13,14,15,16,17,18,19,20
RXFP1 agonist,?,4.7%,1.5%,2.8%&-1.8%,-1.0%,-1.5%,0.0%,0.5%,-0.4%,.,0.7%,-0.5%,.,-0.1%
LDHA block,-2,-7,2&1,-1,-11,-9,-11,-5,-6,0,-8,1,-3,-1
IDH1 R132H inh,9%,-7%,6%,3%[38.3 µM],4%,0%,-1%,-2%,11%,-6%,-1%,14%,5%,3%
TrxR1 substrate,-3%,-9%[57.1 µM],278%[activator],1%,1%,-1%,5%,1%,19%,-3%,304%[activator],3%[57.1 µM],-6%,-4%
PI4K2A inh,-1,2,3,-4,-10,1,0,1,-7,0,-12,0,-1,-6
Glioma ERSR ind,-3%,0%,9%,-5%,-2%,0%,-3%,-3%,3%,-3%,-5%,-4%,-3%,-4%
Vif-APOBEC3G blk,-8%,-9%,1%,-8%,0%,-3%,0%,2%,-1%,1%,0%,-3%,0%,-12%
USP1 inh,-18%,1%,-2%,?,-10%,-16%,5%,-21%,-10%,-3%,-28%,-20%,-11%,-22%
Vif-APOBEC3F blk,20%,5%,-13%,?,-11%,3%,0%,2%,1%,3%,6%,3%,-8%,-2%

(21) COc1ccc(CC(C)CC(=O)Nc2ccc(OC)cc2)cc1 (configuration not stated)
(22) COc1ccc(NC(=O)CSc2ncc3c(n2)-c2ccccc2N(C)S3(=O)=O)cc1Cl
(23) CCOc1ccccc1CNC(=O)CC(C)n1ccc(C)n1 (configuration not stated)
(24) CC(C)(C)c1ccc(OCC(=O)NCC2(N3CCOCC3)CCCCC2)cc1
(25) Cn1cc(CC(=O)NCc2ccc(F)cc2)c2ccccc21
(26) CCc1nnc(NS(=O)(=O)c2ccc(NC(=S)NC(=O)c3cccnc3)cc2)s1
(27) Cc1cc(CN(C)C)c(O)c(C2(C)CCCCC2)c1
(28) O=c1c2c(-c3ccccc3)csc2nc2c3ccccc3c(NCCN3CCOCC3)nn12
(29) CC[C@@](C)(NS(=O)(=O)OCC(Cl)(Cl)Cl)c1ccccc1
(30) CCCn1nnnc1NC(=O)c1ccc(C)cc1Cl

Compound,21,22,23,24,25,26,27,28,29,30
RXFP1 agonist,1.8%,2.4%,-1.2%,0.7%,1.8%,2.6%,-0.6%,11%,-2.4%,2.1%
LDHA block,1,-13,-4&-6,3,-5,-7,-2,-2,1,6
IDH1 R132H inh,14%,-5%,10%,0%,9%,-2%,4%,2%,13%,-2%
TrxR1 substrate,8%[57.1 µM],10%[57.1 µM],-9%[57.1 µM],-5%,8%[57.1 µM],8%[57.1 µM],-1%[2.29 µM],58%,4%,-4%
PI4K2A inh,0,-3,0,-6,2,-2,0,0,0,-1
Glioma ERSR ind,-4%,3%,-1%,-4%,-4%,-1%,-1%,-3%,0%,3%
Vif-APOBEC3G blk,0%,-5%,5%,-1%,0%,-2%,2%,1%,-1%,3%
USP1 inh,1%,-31%,?,7%,-17%,7%,-4%,-11%,-24%,-10%
Vif-APOBEC3F blk,?,-6%,0%,0%,-22%,-7%,.,0%,?,-6%

(31) CCOC(=O)CC(=O)Nc1ccc(C(=O)OCC)cc1
(32) O=C(CSc1nnc(NC2CCCCC2)s1)NC1CCS(=O)(=O)C1 (configuration not stated)
(33) COCCCN=Cc1c(-c2ccccc2)[nH]n(-c2nc3ccccc3s2)c1=O
(34) CCN=C1S/C(=C\c2ccc(OCC)c(OC)c2)C(=O)N1CC
(35) CCCc1ccc(OCc2ccc(C(=O)N/N=C/c3cccnc3)o2)cc1
(36) O=C(NC1CCCC1)C1CCN(C(=O)c2ccccc2Cl)CC1
(37) CC(C)C(C(=O)Nc1ccccc1F)N1C(=O)c2ccccc2C1=O (configuration not stated)

Compound,31,32,33,34,35,36,37
RXFP1 agonist,0.0%,-0.1%,4.9%,0.8%,-5.2%,-0.2%,.
LDHA block,-2,-7,-8,-6,-3,-7,-6
IDH1 R132H inh,3%,-4%,1%,7%,16%,1%,0%
TrxR1 substrate,12%[57.1 µM],4%,-11%,4%,3%,5%,-12%
PI4K2A inh,2,7,-8,-6,6,4,0
Glioma ERSR ind,-2%,3%,11%,-1%,-3%,-5%,-6%
Vif-APOBEC3G blk,-3%,0%,-7%,1%,0%,-2%,-9%
USP1 inh,-12%,-4%,-14%,-12%,-6%,-18%,-24%
Vif-APOBEC3F blk,-1%,2%,-16%,-14%,-3%,0%,-1%

The list is partial; the hit share may differ from the screen's.
